High-throughput results from PubChem BioAssay.
FBW7 activator = human FBW7 E3 ligase activation, primary screen. Q969H0. AlphaScreen FBW7–phospho-cyclin E peptide binding, activator screen. normalized activity (activation), % at 26.1 µM. hit rate 0.13% among 650,000. AID 1259310; in the data active means normalized activity above about 1.9%;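 further: purified mutant Fbw7 with reduced substrate affinity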
Target sequence (Q969H0 whole entry, looked up): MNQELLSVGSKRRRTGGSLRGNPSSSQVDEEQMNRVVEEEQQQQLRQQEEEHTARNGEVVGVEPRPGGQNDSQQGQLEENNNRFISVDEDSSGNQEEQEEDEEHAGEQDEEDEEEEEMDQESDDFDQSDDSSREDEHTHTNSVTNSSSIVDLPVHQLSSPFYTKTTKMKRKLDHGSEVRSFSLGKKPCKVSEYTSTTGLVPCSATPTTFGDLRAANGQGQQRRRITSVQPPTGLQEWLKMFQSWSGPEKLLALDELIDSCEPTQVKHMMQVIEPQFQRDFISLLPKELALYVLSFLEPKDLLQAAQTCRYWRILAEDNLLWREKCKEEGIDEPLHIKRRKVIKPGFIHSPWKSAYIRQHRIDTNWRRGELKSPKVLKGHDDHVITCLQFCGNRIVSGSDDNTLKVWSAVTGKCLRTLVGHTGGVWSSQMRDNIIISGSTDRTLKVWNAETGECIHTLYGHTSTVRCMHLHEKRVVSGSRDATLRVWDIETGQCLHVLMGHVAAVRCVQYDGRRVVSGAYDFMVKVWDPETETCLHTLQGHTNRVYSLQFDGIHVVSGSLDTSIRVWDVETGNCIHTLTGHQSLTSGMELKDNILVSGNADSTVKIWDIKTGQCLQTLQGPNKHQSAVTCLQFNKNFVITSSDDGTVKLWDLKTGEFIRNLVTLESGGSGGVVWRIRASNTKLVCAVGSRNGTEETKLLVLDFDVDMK
GPR151 ag = activates the human receptor GPR151; Q8TDV0; hit rate 1% among 650,000; PathHunter beta-arrestin GPR151 cells, luminescence; activation, % at 11.2 µM; in the data active means activation above about 4.9%;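 further: 0% = median of compound wells and 100% = cells with positive control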
Target sequence (Q8TDV0 whole entry, looked up): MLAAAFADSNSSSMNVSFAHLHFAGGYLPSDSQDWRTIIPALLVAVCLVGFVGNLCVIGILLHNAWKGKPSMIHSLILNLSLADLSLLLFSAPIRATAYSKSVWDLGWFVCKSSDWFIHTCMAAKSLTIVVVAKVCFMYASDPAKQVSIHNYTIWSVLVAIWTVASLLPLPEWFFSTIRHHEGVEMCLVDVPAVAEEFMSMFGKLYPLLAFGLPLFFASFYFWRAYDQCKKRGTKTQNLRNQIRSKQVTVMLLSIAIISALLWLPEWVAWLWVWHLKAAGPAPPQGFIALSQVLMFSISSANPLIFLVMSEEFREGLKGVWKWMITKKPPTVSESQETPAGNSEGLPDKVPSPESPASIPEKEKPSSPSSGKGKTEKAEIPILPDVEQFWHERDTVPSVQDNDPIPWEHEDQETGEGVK
MITF inh = inhibitors of human MITF | O75030 | hit rate 0.91% among 650,000 | inhibition, % at 2.6 µM | AlphaScreen MITF homodimerization, bead proximity signal; in the data active means inhibition above about 50%;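 further: 0% = vehicle wells with protein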
TEAD-YAP inh = TEAD-YAP interaction inhibition; inhibition, % at 9.12 µM; AID 1259422; HEK-TIYL cells, TEAD-Gal4/YAP UAS-luciferase luminescence; hit rate 1.4% among 640,000; in the data active means inhibition above about 32%;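 further: 0% = median of test compound wells and 100% = reference inhibitor wells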
An asterisk follows results filed as active.

SMILES	FBW7 activator	GPR151 ag	MITF inh	TEAD-YAP inh
CCN(CC)C(=O)CCC(=O)Nc1ccc2nc(N3CCCCC3)cc(C)c2c1	-0.1	1.2	-7	-8
CCCCNC(=O)CNC(=O)c1nn(-c2ccc(OC)cc2)c(=O)c2ccccc12	-0.1	-0.5	24	-11
CCN(CC)c1ccc(C=NCCc2ccc(S(N)(=O)=O)cc2)cc1	0.0	0.0	-3	8
COCCCN1C(=O)CC(CC(=O)NC(C)Cc2ccsc2)(c2ccccc2C)C1=O (centres undefined)	-0.1	0.9	0	-3
CC1=C(C(=O)OCc2ccccc2)C(c2ccccc2Cl)NC(=O)N1C (centres undefined)	-0.1	3.5	-10	6
CCOC(=O)c1ccc(-n2c(N)c(C(=O)NCCc3ccccc3)sc2=S)cc1	0.1	0.0	18	7
COc1ccc(C2C(=O)N(C3CCCCCC3)CC(=O)N2Cc2ccc(C)cc2)cc1OC (centres undefined)	0.1	-0.1	15	1
CN1CCCN(C(=O)C2CC23CCN(Cc2ccccc2-c2ccco2)CC3)CC1 (centres undefined)	0.2	-1.1	3	-18
Cc1c(Br)c(C(F)(F)F)nn1CC(=O)N1CCCCCC1	-0.2	0.6	-1	14
Cc1[nH]c(=S)c(C#N)cc1C(=O)Nc1ccccc1	-0.1	0.8	2	14
CCC(=O)Nc1cccc(NC(=S)NC(=O)c2cccs2)c1	0.0	0.3	10	-57
N#Cc1c(C(F)(F)F)nc2sc3ccccc3n2c1=N	0.1	2.9	3	5
CSCCOC(=O)C1=C(C)NC(=O)NC1c1cccc(F)c1 (centres undefined)	0.2	-0.9	-7	-3
CCCCn1c(=O)c2c(nc3n(-c4ccc(C(=O)OCC)cc4)c(C)c(C)n23)n(C)c1=O	0.0	2.3	-5	-4
CCn1c(SCC(=O)N2CCCCCC2)nc2c(c1=O)SC(C)C2 (centres undefined)	0.6	-0.5	22	9
CCC(CO)NC(=O)c1cnc2sc(C)c(C)n2c1=O (centres undefined)	-0.2	-0.8	13	-3
N#Cc1ccc2c(c1)N(CCCN1CCC(O)CC1)c1ccccc1S2	0.0	1.4	-3	0
C=CCNC(=O)C(Cc1ccccc1)N1C(=O)c2ccccc2C1=O (centres undefined)	0.2	-1.0	10	12
O=C(c1ccc(Br)s1)N1CCOCC1	0.1	0.2	15	7
Cc1ccc(N2C(=O)CSC2c2ccccn2)cc1F (centres undefined)	0.1	0.4	5	-3
COC(=O)C1=C(C)NC(=O)NC1c1ccc2c(c1)OCO2 (centres undefined)	0.0	-0.1	-7	2
CCCCC(=O)NC1(C(F)(F)F)C(=O)N(CC2CCCO2)C(C)=C1C(C)=O (centres undefined)	0.1	0.6	-3	15
CCn1c(SCC(=O)Nc2ccccc2C)nc2c(-c3ccc(C)cc3)csc2c1=O	0.1	-0.5	2	-9
O=C1c2ccc(Oc3cccc([N+](=O)[O-])c3)cc2C(=O)N1c1cccc(-c2nc3ccc(Br)cc3c(=O)o2)c1	0.0	1.1	8	-4
CCc1ccc(N(CC(=O)N2CCN(C)CC2)S(C)(=O)=O)cc1	0.2	-0.2	1	-5
Cc1ccc(NC(=O)CN(C)C(=O)Cn2ccsc2=N)cc1	-0.1	0.9	3	4
Cc1sc2ncnc(NC(Cc3ccccc3)C(=O)O)c2c1C (centres undefined)	-0.1	-0.4	6	9
c1ccc(CNc2cc(NCCN3CCOCC3)ncn2)cc1	-0.1	1.8	-2	4
CC(c1n[nH]c(=S)n1-c1ccc(F)cc1)N1CCCCC1 (centres undefined)	-0.1	0.9	-6	-1
Cc1nn(C)c(C)c1-c1nc(NCc2cccnc2)c2ncn(C3CCCCC3)c2n1	0.1	-1.5	9	-16

The last two records of the part before open the next one:
SMILES	FBW7 activator	GPR151 ag	MITF inh	TEAD-YAP inh
CC(c1n[nH]c(=S)n1-c1ccc(F)cc1)N1CCCCC1 (centres undefined)	-0.1	0.9	-6	-1
Cc1nn(C)c(C)c1-c1nc(NCc2cccnc2)c2ncn(C3CCCCC3)c2n1	0.1	-1.5	9	-16
O=C1OC(c2ccccc2Br)=N/C1=C\c1ccccc1I	0.0	0.0	10	6
CC(C)CC(NC(N)=O)C(=O)OCC(=O)Nc1ccc(-c2ccccc2)cc1 (centres undefined)	-0.1	-1.1	-4	-3
Cc1ccc([N+](=O)[O-])cc1NC(=O)CSc1nnc(N)s1	-0.9	3.8	-9	7
O=C(CSCc1ccccc1Cl)N/N=C/c1ccco1	0.0	1.3	4	1
O=C(Nc1cccc(-c2nc3ccccc3s2)c1)c1ccc(S(=O)(=O)N2CCc3ccccc3C2)cc1	-0.2	0.4	-6	-6
O=C(Nc1ccccc1)Nc1ccc(Br)cc1	0.0	0.0	13	-46
CC(=O)OC(OC(C)=O)C12C=CC(O1)C1C(=O)N(c3cccc(C)c3)C(=O)C12 (centres undefined)	0.2	-1.5	11	1
O=C(CN1C(=O)c2cccc([N+](=O)[O-])c2C1=O)NCc1ccccc1	-0.1	-1.2	-2	-2
CC1CN(CC(=O)N(CCO)Cc2ccccc2)Cc2cc(Cl)ccc2O1 (centres undefined)	0.0	-0.5	-2	0
CCOC(=O)c1c(NC(=O)CSC2=NN3CCCC(=O)N=C3S2)sc2c1CCCCC2	-0.1	-0.5	6	-1
CCOc1nc2c(c(=O)n(C)c(=O)n2C)n1Cc1ccccc1F	-0.1	-0.4	-12	6
Cc1ccccc1OCC(=O)Nc1cccc(Oc2ccc3c(c2)C(=O)NC3=O)c1	-0.1	1.1	-2	-3
CCN(CC)C1=NC(C(=O)OC)(C(F)(F)F)N=C(C)O1 (centres undefined)	-0.1	-0.5	5	-12
O=C(CN(CCO)Cc1ccccc1)N1CCN(S(=O)(=O)c2ccccc2)CC1	-0.2	-0.2	-4	-13
O=C(c1ccc2c(=O)n(-c3cc(C(F)(F)F)ccc3Cl)c(=S)[nH]c2c1)N1CCCC1	0.0	-0.8	8	-8
CCOC(=O)c1sc(NC(=O)NC2CCCCC2)cc1C	0.3	0.8	-19	-75
CCOC(=O)CSc1nc2c(c(=O)n1-c1ccc(C)cc1)C1(CCCCC1)Cc1ccccc1-2	0.1	0.6	-5	-3
COC(=O)c1c(NC(=O)C2CC(=O)NN2C)sc2c1CCCC2 (centres undefined)	-0.3	-0.6	-9	5
CC[C@H](C)[C@@H]1NC(=O)[C@@H]2C[C@H](NC(=O)Nc3ccc(C)c(Cl)c3)CN2C1=O	-0.2	-1.8	-9	1
O=C(O)c1nc(Cl)c(Cl)c(Cl)c1Cl	0.0	0.4	5	5
CCOc1cccc(NC(=O)/C(C#N)=C\c2ccc(N3CCCCC3)o2)c1	0.0	0.0	-16	-43
Cc1sc2ncn(CC(=O)N3CCN(c4cccc(Cl)c4)CC3)c(=O)c2c1S(=O)(=O)N1CCCCC1	0.2	0.5	-1	0
COc1ccc(CNc2nc3ccccc3n2CCN2CCOCC2)c(OC)c1	0.1	-0.9	7	-7
O=C(c1ccc(F)c(F)c1)N1CCCc2ccccc21	0.0	-1.1	0	-4
CCOC(=O)c1c(NC(=O)c2cc(OC)c(OC)c(OC)c2)sc(C(=O)Nc2ccc(OC)cc2OC)c1C	-0.1	-0.1	16	-3
O=C(CSc1nc2ccccc2c(=O)n1Cc1ccco1)c1ccc(Cl)cc1	-0.1	-0.7	0	2
Cn1c(COc2ccc(Br)cc2)nc2ccccc21	0.6	-2.5	12	-45
CC(OC(=O)/C=C/c1ccc(Br)o1)C(=O)NC(N)=O (centres undefined)	0.0	-0.6	-13	-3
COc1ccc(-c2noc(CCC(=O)N(C)c3cc(C)ccc3OC)n2)cc1	0.2	0.5	0	4
OCCNc1nc(Nc2ccccc2)nc2c1ncn2-c1ccccc1	-0.1	-0.8	7	50*
COc1ccccc1NS(=O)(=O)c1cc(Cl)ccc1Cl	0.2	0.5	9	10
CCOc1ccccc1C(=O)NCC(=O)OCC(=O)NC(=O)NCc1ccccc1	0.0	0.5	-6	0
COc1cccc(-c2ccc(NCC(F)(F)F)nc2)c1	-0.2	0.9	-3	-61
Cc1ccc(C)c(OCc2cc(C(=O)N3CCC(N4CCOCC4)CC3)no2)c1	0.1	-0.4	0	1
COc1ccccc1CNS(=O)(=O)c1cc(C)ccc1OC	0.4	-1.7	4	2
O=C(Nc1nnc(-c2ccc(Br)cc2)s1)c1cccs1	-0.1	-0.9	8	3
Cc1c(C(=O)Nc2ccccn2)oc2ccccc12	0.1	-3.2	7	-25
CCN(CC)S(=O)(=O)c1cccc(-c2nnc(Sc3ncccc3[N+](=O)[O-])o2)c1	0.1	-2.2	-1	-2
CCN(CC)C(=O)C(=O)N/N=C/c1ccccc1O	-0.9	0.4	5	3
Cc1ncc(CO)c(/C=N/Nc2cccc(Cl)n2)c1O	0.0	0.9	6	-13
Cc1ccc(Cl)cc1NC(=O)CCNc1c(N2CCCC2)c(=O)c1=O	0.0	0.4	3	7
O=C(CN1CCC(Cc2ccccc2)CC1)Nc1ccc(S(=O)(=O)N2CCCC2)cc1	-0.4	1.1	-6	3
Cc1ccc(NC(=O)CSc2nc3ccccc3c(=O)n2C2CCCCC2)cc1	0.6	0.6	14	23
Cc1ccc(Nc2nc(N)nc(CSC(=S)N3CCN(C)CC3)n2)c(C)c1	-0.1	-0.1	-6	-11
CCCn1c(CCC(=O)NCc2ccccn2)nc2cccnc21	0.1	-0.4	5	2
Cc1nc(-c2cccnc2)sc1CCNS(=O)(=O)c1ccc(I)cc1	-0.1	1.5	-4	6
N#Cc1nc(-c2ccccc2)oc1N1CCCCC1	0.0	0.1	8	-5
CC(=O)c1cccc(NC(=O)N2CCC(c3nnc(SCC(N)=O)n3C)CC2)c1	0.7	0.7	13	7
CC[n+]1c(-c2ccc(OC)cc2)csc1Nc1ccc(C(=O)O)cc1	0.2	-4.3	8	-86
CCCCOc1ccc(S(=O)(=O)n2nc(C)c(S(=O)(=O)N3CCCCCC3)c2C)cc1	0.0	0.3	2	-7
CC1=C(C(=O)Nc2ccc(C)cc2)C(c2ccc(Br)cc2)NC(=O)N1 (centres undefined)	0.1	-0.2	10	1
COCc1nnn(-c2nonc2N)c1C(=O)NNC(=O)CCc1ccccc1	0.2	-0.5	2	-7
COc1ccc(NC(=O)Cc2ccc([N+](=O)[O-])cc2)cc1Cl	0.1	1.0	14	5
Cn1ccnc1N1CCN(C(=O)c2cccc(F)c2)CC1	0.1	5.1*	9	5
O=c1c2ccccc2c(/C=N/c2nccs2)c(O)n1-c1ccccc1C(F)(F)F	-0.1	0.3	-6	-7
CC1CCN(C(=O)c2ccc3snnc3c2)CC1	-0.3	0.4	4	0
Cc1cc(N2CCN(C)CC2)nc2ccc(NC(=O)CCC(=O)N3CCC(C)CC3)cc12	0.0	0.1	8	-5
CCOC(=O)C1=C(c2ccccc2)OC(N)=C(C#N)C1c1ccc(CC)cc1 (centres undefined)	-0.1	-0.3	16	6
CCCS(=O)(=O)N1CC(=O)N(c2ccc(OC)cc2)C(C)(C(=O)NC2CCCC2)C1 (centres undefined)	-0.1	-3.4	-4	-6
Cc1ccc(CNC(=O)CCCCCn2c(SCc3cc(C)ccc3C)nc3ccsc3c2=O)cc1	-0.1	1.0	-6	-2

Some of the entries so far, as a markdown table:
| SMILES | FBW7 activator | GPR151 ag | MITF inh | TEAD-YAP inh |
| --- | --- | --- | --- | --- |
| Cc1nc(-c2cccnc2)sc1CCNS(=O)(=O)c1ccc(I)cc1 | -0.1 | 1.5 | -4 | 6 |
| N#Cc1nc(-c2ccccc2)oc1N1CCCCC1 | 0.0 | 0.1 | 8 | -5 |
| CC(=O)c1cccc(NC(=O)N2CCC(c3nnc(SCC(N)=O)n3C)CC2)c1 | 0.7 | 0.7 | 13 | 7 |
| CC[n+]1c(-c2ccc(OC)cc2)csc1Nc1ccc(C(=O)O)cc1 | 0.2 | -4.3 | 8 | -86 |
| CCCCOc1ccc(S(=O)(=O)n2nc(C)c(S(=O)(=O)N3CCCCCC3)c2C)cc1 | 0.0 | 0.3 | 2 | -7 |
| CC1=C(C(=O)Nc2ccc(C)cc2)C(c2ccc(Br)cc2)NC(=O)N1 (centres undefined) | 0.1 | -0.2 | 10 | 1 |
| COCc1nnn(-c2nonc2N)c1C(=O)NNC(=O)CCc1ccccc1 | 0.2 | -0.5 | 2 | -7 |
| COc1ccc(NC(=O)Cc2ccc([N+](=O)[O-])cc2)cc1Cl | 0.1 | 1.0 | 14 | 5 |
| Cn1ccnc1N1CCN(C(=O)c2cccc(F)c2)CC1 | 0.1 | 5.1* | 9 | 5 |
| O=c1c2ccccc2c(/C=N/c2nccs2)c(O)n1-c1ccccc1C(F)(F)F | -0.1 | 0.3 | -6 | -7 |
| CC1CCN(C(=O)c2ccc3snnc3c2)CC1 | -0.3 | 0.4 | 4 | 0 |
| Cc1cc(N2CCN(C)CC2)nc2ccc(NC(=O)CCC(=O)N3CCC(C)CC3)cc12 | 0.0 | 0.1 | 8 | -5 |
| CCOC(=O)C1=C(c2ccccc2)OC(N)=C(C#N)C1c1ccc(CC)cc1 (centres undefined) | -0.1 | -0.3 | 16 | 6 |
| CCCS(=O)(=O)N1CC(=O)N(c2ccc(OC)cc2)C(C)(C(=O)NC2CCCC2)C1 (centres undefined) | -0.1 | -3.4 | -4 | -6 |
| Cc1ccc(CNC(=O)CCCCCn2c(SCc3cc(C)ccc3C)nc3ccsc3c2=O)cc1 | -0.1 | 1.0 | -6 | -2 |

Remaining list, next part
SMILES	FBW7 activator	GPR151 ag	MITF inh	TEAD-YAP inh
O=C1c2ccncc2C(=O)N1CN1CCOCC1	0.0	4.4	12	7
CC1=C(C(N)=O)C(c2ccccc2)NC(=S)N1 (centres undefined)	0.0	0.4	-2	3
COC(=O)c1ccc(NC(=O)CN(c2cccc(C(C)=O)c2)S(C)(=O)=O)cc1	-0.2	-0.1	6	3
CCc1c(C)nc2ncnn2c1N1CCC(C(=O)NCC2CCCO2)CC1 (centres undefined)	-0.1	-1.0	-1	-3
Cc1cc(C)nc(Nc2cccc(Cl)c2Cl)n1	0.1	0.4	5	1
CC(C(=O)NC1=NCCS1)(C(F)(F)F)C(F)(F)F	0.0	0.2	3	8
